Screening data from PubChem BioAssay.
D2 ag = D2 dopamine receptor (human) agonism; P14416; HEK293 T-REx D2 cells, calcium flux agonist mode; activation, % at 2 µM; 340,000 compounds, 0.53% hits; AID 485358;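 active = activation over 3 SD above normal in the single-dose calcium agonist read, cut at about 30% in these data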; also: 0% is about no effect
Target sequence (P14416 whole entry, looked up): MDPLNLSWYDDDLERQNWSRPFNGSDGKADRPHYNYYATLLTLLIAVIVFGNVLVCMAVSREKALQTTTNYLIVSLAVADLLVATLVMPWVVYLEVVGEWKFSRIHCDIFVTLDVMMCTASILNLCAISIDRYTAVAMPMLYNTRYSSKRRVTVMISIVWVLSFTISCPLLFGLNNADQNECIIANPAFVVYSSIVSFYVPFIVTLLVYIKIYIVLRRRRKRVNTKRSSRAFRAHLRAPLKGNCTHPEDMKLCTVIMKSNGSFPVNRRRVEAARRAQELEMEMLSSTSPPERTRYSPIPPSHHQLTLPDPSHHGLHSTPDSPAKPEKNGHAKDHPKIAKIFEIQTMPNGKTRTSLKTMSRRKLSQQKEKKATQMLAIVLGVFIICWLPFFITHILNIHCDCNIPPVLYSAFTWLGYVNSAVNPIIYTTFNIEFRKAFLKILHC
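Tetracycline-induced HEK293 Trex cells with D2 receptor force-coupled to calcium signaling, plated overnight at 30 C and loaded with no-wash calcium dye. Calcium flux read kinetically for 180 s after compound addition; responses flag agonists.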
RXFP1 antagonist = RXFP1 (human) relaxin receptor antagonism; Q9HBX9; HEK293-RXFP1, relaxin-stimulated cAMP HTRF, 30 min; hits give low values; activity change, negative = inhibition, % at 57.5 µM; 350,000 compounds, 0.59% hits;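 active = activity change of -60% or lower, but not beyond a set lower limit; inconclusive = change between -60% and -40%, or beyond the set limit; inactive = change above -40%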; also: % is scaled to controls: 0 for no effect and ±100 for the full control effect
D2 PAM = positive allosteric modulators of human D2 dopamine receptor. 340,000 compounds, 0.34% hits. P14416. HEK293 T-REx D2, calcium flux, EC20 dopamine potentiation. potentiation, % at 10 µM;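 active = potentiation over 3 SD above the plate norm, cut at about 30% in these data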; also: 0% is about no effect
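Using a no-wash calcium dye in inducible, force-coupled HEK293 Trex cells expressing D2, we tracked fluorescence each second for 180 s after compound, then for 180 s after EC20 dopamine to detect augmented signalling.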
D1 antagonist = blocks dopamine activation of the human D1 receptor. P21728. HEK293 TREx D1 cells, calcium flux, dopamine EC80; hits give low values. activity change, negative = inhibition, % at 10 µM. 360,000 compounds, 3.2% hits; in the data active = activity change below about -30%; also: % is scaled to controls: 0 for no effect and ±100 for the full control effect
Target sequence (P21728 whole entry, looked up): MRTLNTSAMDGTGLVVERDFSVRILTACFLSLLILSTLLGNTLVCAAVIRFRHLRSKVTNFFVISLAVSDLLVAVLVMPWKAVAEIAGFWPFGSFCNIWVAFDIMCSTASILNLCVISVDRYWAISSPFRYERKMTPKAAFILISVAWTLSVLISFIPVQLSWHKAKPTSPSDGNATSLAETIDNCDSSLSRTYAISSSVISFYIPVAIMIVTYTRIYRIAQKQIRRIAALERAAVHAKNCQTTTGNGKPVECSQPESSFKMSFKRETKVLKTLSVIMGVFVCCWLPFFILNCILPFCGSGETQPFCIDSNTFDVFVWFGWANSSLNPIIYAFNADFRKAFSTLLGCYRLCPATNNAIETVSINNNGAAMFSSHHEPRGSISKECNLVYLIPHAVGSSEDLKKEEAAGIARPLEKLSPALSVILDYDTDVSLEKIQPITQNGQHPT
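Antagonism measured as reduced calcium response to an EC80 dopamine addition following 180 s compound pre-read; cells were inducible HEK293 Trex D1 plated overnight at 30 C, read kinetically at 1 cycle/sec.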
D2 antagonist = antagonizes the human D2 dopamine receptor | inhibition, % at 10 µM | 340,000 compounds, 2% hits | P14416 | HEK293 TREx D2 cells, calcium flux, dopamine EC80; in the data active = inhibition above about 30%; also: 0% is about no effect
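Read-out: kinetic calcium fluorescence (1 cycle/s) in inducible HEK293 T-REx D2 cells after an EC80 dopamine addition that followed 180 s compound preincubation. Loss of the dopamine response indicates antagonism.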
D1 potentiator = potentiators of human D1 dopamine receptor | P21728 | HEK293 TREx D1 cells, calcium flux, dopamine EC20 potentiation | potentiation, % at 10 µM | 360,000 compounds, 0.036% hits; in the data active = potentiation above about 30%; also: 0% is about no effect
D1 ag = agonists of human D1 dopamine receptor; P21728; activation, % at 2 µM; HEK293 T-REx D1 cells, calcium flux, agonist mode; 360,000 compounds, 1% hits; AID 504660; in the data active = activation above about 30%; also: 0% is about no effect
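Tetracycline-induced HEK293 TREx D1 cells, force-coupled to calcium signalling, were dye-loaded with a no-wash calcium kit. Compound was pin-added after a 10 s baseline. Fluorescence was read kinetically at 1 cycle/s for 180 s, with calcium rises flagged as agonism.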
TRHR enhancer = TRH receptor (human) allosteric enhancement; 360,000 compounds, 0.66% hits; P34981; enhancement, % at 2 µM; TRHR cells, fluo-8 calcium fluorescence, EC20 TRH enhancement; in the data active = enhancement above about 30%; also: 0% is about no effect
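Enhancer read-out: after compound pinning and an initial kinetic agonist-mode read, an EC20 of TRH (10 nM final) was injected and fluo-8 calcium signal (Ex 480/Em 530) followed at 1 s/cycle for 100 cycles in TRHR-expressing cells.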
RXFP1 agonist = RXFP1 (human) receptor agonism | Potency, µM (highest dose often 57.5 µM), without a hit: at the top dose activation, usual class: activators | HEK293T-RXFP1 cAMP TR-FRET, 30 min; response scale: percent of porcine relaxin response, buffer zero | 370,000 compounds, 0.3% hits | Q9HBX9; active = well fitted activation curve with a large enough effect; inconclusive = small, poorly fitted or top-dose-only effect; also: potency is read from the fitted curve at half-maximal effect; % is scaled to controls: 0 for no effect and ±100 for the full control effect; nearly all actives have a fitted effect of over 60% in size; many of its hits are not listed in these tables
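HEK293T cells stably expressing RXFP1 were pretreated with the PDE4 inhibitor Ro 20174, exposed to compounds for 30 min at 37C, lysed, and cAMP was read by TR-FRET. Data normalized to buffer (basal) and 29 nM porcine relaxin (100%).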
The depositor's hits bear a star; u = inconclusive; x = not tested or not shown. A portion of the library (hit frequency here may not be typical).

Start of the listing, in advance (three entries):
SMILES | D2 ag | RXFP1 antagonist | D2 PAM | D1 antagonist | D2 antagonist | D1 potentiator | D1 ag | TRHR enhancer | RXFP1 agonist
CCOc1ccc(N(C)S(=O)(=O)c2ccc3[nH]cc(C(=O)NCCCOC)c(=O)c3c2)cc1 | -0.2 | 5 | -5 | -5 | -4 | -4 | 2 | 4 | 2.2%
COc1ccc(S(=O)(=O)N2CCC(C(=O)c3ccc4c(c3)OCCO4)CC2)cc1 | 0.0 | -3 | -10 | -10 | -11 | -4 | 0 | 0 | -4.5%
O=C(c1ccccn1)N1CCCC(N2CCN(Cc3ccc4c(c3)OCO4)CC2)C1 (stereo not given) | 0.1 | 5 | -16 | 11 | 0 | -3 | 1 | -2 | -0.3%

This part in full, from the start:
SMILES | D2 ag | RXFP1 antagonist | D2 PAM | D1 antagonist | D2 antagonist | D1 potentiator | D1 ag | TRHR enhancer | RXFP1 agonist
CCOc1ccc(N(C)S(=O)(=O)c2ccc3[nH]cc(C(=O)NCCCOC)c(=O)c3c2)cc1 | -0.2 | 5 | -5 | -5 | -4 | -4 | 2 | 4 | 2.2%
COc1ccc(S(=O)(=O)N2CCC(C(=O)c3ccc4c(c3)OCCO4)CC2)cc1 | 0.0 | -3 | -10 | -10 | -11 | -4 | 0 | 0 | -4.5%
O=C(c1ccccn1)N1CCCC(N2CCN(Cc3ccc4c(c3)OCO4)CC2)C1 (stereo not given) | 0.1 | 5 | -16 | 11 | 0 | -3 | 1 | -2 | -0.3%
O=C(Nc1ccccc1C(=O)NCCc1ccc(O)cc1)c1ccco1 | 0.2 | -10 | -3 | 9 | -17 | -1 | 1 | 21 | -0.6%
COc1cc(NC(=O)Cn2c(=O)n(Cc3ccco3)c(=O)c3oc4ccccc4c32)cc(OC)c1 | 0.7 | -14 | -6 | 8 | x | 0 | 0 | 7 | -0.4%
CC1CCCCC1N1CN=C(Nc2nc3ccccc3s2)NC1 (stereo not given) | -0.1 | -13 | -2 | 22 | 6 | -6 | 13 | -7 | 1.9%
CCOc1ccc(S(=O)(=O)Nc2cccc(C(=O)NCC(c3ccco3)N(C)C)c2)cc1 (stereo not given) | x | -5 | x | -19 | x | -5 | 19 | 3 | -2.1%
O=C(CNS(=O)(=O)c1ccc(C(=O)N2CCOCC2)cc1)N1CCOCC1 | -0.2 | -2 | 8 | -2 | 0 | 6 | 3 | 5 | 0.8%
CCOc1ccc(C(=O)Nc2cc(S(=O)(=O)Nc3ccccc3Cl)ccc2N2CCOCC2)cc1 | -0.2 | 4 | -10 | -14 | -2 | -2 | 6 | 40* | 3.8%
COCCCNC(=O)c1oc2ccc(S(=O)(=O)N3CCOCC3)cc2c1C | -3.2 | -8 | x | 15 | -6 | -10 | 2 | 7 | 0.2%
Cc1nn(CC#N)c(=O)n1-c1ccccc1 | -0.9 | -13 | -10 | 1 | 13 | -6 | -2 | -4 | 0.9%
CCOc1ccc(NS(=O)(=O)c2ccc(NC(=O)C3CCCO3)cc2)cc1 (stereo not given) | -0.3 | -11 | 8 | 13 | -10 | -4 | 7 | 1 | 1.5%
COc1ccc(OCC(=O)N/N=C\c2ccco2)cc1 | 0.1 | 0 | -2 | 0 | -1 | -7 | 1 | 0 | -0.2%
Cc1nn(-c2ccc(N3CCCC3)nn2)c(C)c1CCC(=O)Nc1ccc(F)cc1F | 0.1 | -1 | 7 | -12 | x | -6 | -1 | 1 | 3.9%
Cc1ccc(NS(=O)(=O)c2ccc(NC(=O)c3ccc(Br)o3)cc2)c(C)c1 | 1.1 | 3 | 6 | -5 | 7 | -2 | 11 | -4 | 1.4%
Cc1oc(-c2ccoc2)nc1CN(Cc1ccccc1)CC1CC1 | -0.7 | -3 | -5 | -14 | -21 | 0 | -1 | 12 | -3.8%
Cc1ccc(NS(=O)(=O)c2cc(C(=O)Nc3cccc([N+](=O)[O-])c3)ccc2C)cc1 | -0.7 | x | -10 | -6 | -5 | -9 | 2 | 3 | -0.3%
COc1ccc(N2CCN(C(=O)CN3CCN(c4nc(-c5ccc(F)cc5)cs4)CC3)CC2)cc1 | 1.1 | -13 | 11 | -15 | -13 | -3 | 9 | 7 | -1.3%
Cn1cnnc1SC(C(=O)Nc1cc(Cl)cc(Cl)c1)c1ccccc1 (stereo not given) | -0.2 | 3 | 6 | 12 | -14 | 0 | 0 | 5 | 2.2%
CCCCNCc1ccc(OCc2ccc(Cl)nc2)c(OC)c1 | 0.0 | 1 | -3 | -1 | -18 | -3 | 7 | -3 | 2.0%
Cc1ccc(NNC(=O)c2ccno2)c(C)c1 | 0.8 | -16 | 1 | -8 | 6 | 5 | 0 | 10 | -2.1%
Cc1ccc(C(=O)N/N=C\c2cccnc2)s1 | 0.3 | 3 | 5 | 19 | -2 | 10 | 0 | 1 | 1.9%
CC(C)(C)C(=O)Nc1ccccc1C(=O)Nc1cc(Cl)ccc1Cl | 0.1 | -22 | 5 | 0 | 8 | -5 | 10 | -3 | 2.3%
CCOC(=O)c1nn(-c2ccccc2)c2nc(Nc3ccccc3)cc(=O)n12 | 0.1 | -4 | 1 | -6 | -4 | 2 | 6 | 6 | 0.5%
CCC(CC)c1nnc(NC(=O)c2cccc(S(=O)(=O)N3CCc4ccccc43)c2)s1 | 0.3 | 11 | 10 | 0 | -7 | -9 | 6 | -1 | 0.2%
CCOC(=O)N1CCN(C(=O)c2ccc3c(=O)n(CCC4=CCCCC4)c(=S)[nH]c3c2)CC1 | -0.8 | -10 | 9 | -17 | -10 | -10 | 2 | 6 | -0.9%
COCCNS(=O)(=O)c1ccc2c3c(cccc13)C(=O)N2C | -1.3 | 3 | 4 | 9 | 5 | 15 | 3 | 0 | 16%
CCc1ccc(NC(=O)Cn2cnc3c(=O)n(C)c(=O)n(C)c32)cc1 | 0.3 | -12 | 0 | 13 | -8 | 1 | 2 | -6 | 24%
CS(=O)(=O)N(Cc1ccccc1)c1ccc(C(=O)NCC2CCCO2)cc1 (stereo not given) | -1.3 | -5 | 5 | 6 | 33* | -2 | -2 | -2 | -0.7%
O=C1c2ccccc2C(=O)N1CCCc1c[nH]c2ccccc12 | -0.5 | x | -5 | -8 | 18 | -6 | 1 | 2 | 1.1%
CCc1ccc(Nc2nnc(SCC(=O)Nc3cccc(S(=O)(=O)NC4=NCCCCC4)c3)s2)cc1 | -0.3 | -9 | -6 | -7 | -19 | 4 | 2 | 5 | -1.1%
Cc1cccc(N2CCN(C(=O)c3ccc(NS(=O)(=O)c4c(C)noc4C)cc3)CC2)c1C | -0.2 | -7 | 8 | -9 | -19 | -4 | 6 | -4 | -0.7%
CC(C)CCN1C(Nc2ccccc2)=NC[C@@H]1Cc1ccccc1 | 0.3 | x | 7 | 2 | -12 | -3 | 4 | -2 | -3.4%
CC(C(=O)Nc1nncs1)N1C(=O)C2C3C=CC(C3)C2C1=O (stereo not given) | 4.6 | 2 | 9 | -11 | -31 | -6 | 0 | -1 | 1.3%
CN(CC(=O)N1CCC(C(N)=O)CC1)S(=O)(=O)c1ccc2ccccc2c1 | 0.2 | -33 | 5 | -2 | 9 | 1 | 2 | -4 | -0.2%
O=C(COCc1cc(-c2ccc3c(c2)OCO3)on1)NCc1ccc(F)cc1 | -1.1 | -10 | 2 | -8 | x | 1 | 2 | 4 | 2.1%
CC1CCN(C(=O)c2[nH]cnc2C(=O)N[C@@H](Cc2ccccc2)C(=O)OC(C)(C)C)CC1 | 0.1 | x | 7 | -11 | 7 | -1 | -1 | 5 | 0.8%
Cc1cc(Cl)ccc1OCC(=O)NCCOc1nc(N2CCCCC2)nc(N2CCOCC2)n1 | x | 2 | 2 | -13 | x | 0 | 1 | 1 | 2.1%
Cc1nnc(NC(=O)CCC(=O)N2CCN(CCc3ccccc3)CC2)s1 | 0.4 | x | 6 | 22 | 4 | 16 | 3 | 0 | 2.0%
Cc1ccc(CSc2sc(C(=O)c3ccccc3)c(N)c2C#N)cc1 | 0.0 | 3 | -3 | -17 | 18 | -6 | 2 | 5 | 1.8%
COCCN1C=C(C(=O)OC)C(c2cc3c(cc2Br)OCO3)C(C(=O)OC)=C1 | -1.5 | 13 | 5 | -6 | 11 | -4 | 2 | -2 | 9.1%
CCc1ccc(NC(=O)CSc2cn(CC(=O)N3CCCC3)c3ccccc23)cc1 | -0.1 | -31 | 5 | -24 | x | -7 | 3 | -10 | -3.3%
Cc1ccsc1C(=O)Nc1ccc(S(=O)(=O)N2CCOCC2)cc1 | 0.8 | -11 | 0 | 2 | 7 | x | 14 | 1 | 2.1%
COc1cccc(OCC(O)CN2CCN(c3ncccn3)CC2)c1 (stereo not given) | 78* | 1 | -17 | -9 | 69* | 7 | 3 | 5 | -0.4%
CC(=O)Oc1ccccc1N(C(C)=O)S(=O)(=O)c1cccc([N+](=O)[O-])c1 | 0.7 | 12 | -5 | -10 | 22 | -7 | 2 | -11 | 0.7%
COc1ccc(OC)c(CCNC(=O)CN2C(=O)CCSc3ccccc32)c1 | 0.9 | -2 | 3 | 3 | -13 | -7 | 3 | -5 | 0.0%
CC(C)(C)c1ccc(CNc2cc(N3CCOCC3)ccc2[N+](=O)[O-])cc1 | -0.2 | 0 | -3 | 3 | -10 | 1 | 2 | 0 | -2.0%
CCN(c1ccccc1)c1nnc(NC(=O)Nc2ccc(Br)cc2)s1 | 2.5 | 3 | x | 3 | x | 0 | -1 | -11 | -1.8%
Nc1c(C(O)(C(F)(F)F)C(F)(F)F)ccc2ccccc12 | -1.2 | u | -9 | 5 | -13 | -2 | 6 | -5 | 4.8%
Cc1cc(NC(=O)COC(=O)c2cccc(O)c2)no1 | 2.2 | 6 | -3 | 3 | 5 | 5 | 2 | 10 | 4.8%
Cc1ccc(NC(=O)COC(=O)c2ccc(C)c(S(=O)(=O)N3CCOCC3)c2)cc1 | -0.8 | -7 | 6 | -4 | 14 | 0 | 1 | -4 | -0.1%
O=C(NC(=S)NC1CCSC1=O)c1cccs1 (stereo not given) | -0.5 | 2 | -1 | 25 | -15 | -2 | 0 | -1 | 0.0%
CCOc1ccccc1CNC(=O)Cn1ncn2nc(-c3cccs3)cc2c1=O | 0.2 | -15 | 19 | 10 | x | -1 | 0 | -5 | -0.1%
Cc1cccc(OCC(=O)NCc2ccc3c(c2)CCN3C(=O)c2ccc(Cl)cc2)c1 | x | -6 | 4 | -20 | x | 1 | 1 | -8 | 0.5%
CCCCSc1nnc(-c2ccc(NC(=O)CC)cc2)n1C | -0.9 | -7 | -8 | -13 | -19 | -2 | 1 | 0 | -0.2%
COC(=O)C(=C/C=C/c1cccnc1)C(=O)OC | -2.0 | -3 | 15 | -3 | 18 | -6 | -1 | 10 | -1.4%
